Compound activity from PubChem.
aSyn rescue: rescues yeast growth from alpha-synuclein toxicity | Yeast expressing alpha-synuclein, growth rescue, BacTiter-Glo, 24 h | Potency, µM (titrated, usually from 46.1 µM), inactives show at the top dose growth rescue (activation), actives largely listed as activators | hit rate 0.14% among 370,000 | AID 652106; note: potency is the fitted concentration of half-maximal effect; % of control where 0% means no effect; nearly all actives have a fitted effect of over 65% in size
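Readout is rescue of growth in alpha-synuclein-expressing yeast, so inhibitors of toxicity appear as activators. Growth after 24 hr at 30 deg C in galactose medium is quantified by luminescence.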
PI5P4Ka inh: blocks human PI5P4K alpha kinase activity; P48426; PI5P4Kalpha enzyme, ADP-Glo luminescence, 60 min; hits give low values; max response, %; hit rate 1.2% among 330,000; AID 652105; active = max response of -50% or lower; inconclusive = between -30% and -50%; inactive = -30% or higher; note: value at the top dose of about 77 µM; % is set by controls: 0 for no effect and ±100 for the full control effect
Target sequence (P48426 whole entry, looked up): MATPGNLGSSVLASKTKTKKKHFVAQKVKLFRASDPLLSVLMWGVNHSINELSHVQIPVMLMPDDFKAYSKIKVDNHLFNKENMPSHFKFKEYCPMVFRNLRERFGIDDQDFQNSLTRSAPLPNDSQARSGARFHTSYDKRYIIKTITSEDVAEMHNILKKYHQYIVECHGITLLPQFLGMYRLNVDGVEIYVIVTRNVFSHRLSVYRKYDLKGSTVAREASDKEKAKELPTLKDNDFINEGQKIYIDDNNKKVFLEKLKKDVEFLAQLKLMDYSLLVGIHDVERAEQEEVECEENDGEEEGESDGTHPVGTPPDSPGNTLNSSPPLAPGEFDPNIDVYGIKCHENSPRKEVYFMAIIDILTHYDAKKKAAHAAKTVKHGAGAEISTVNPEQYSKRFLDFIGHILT
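Single end-point luminescence (ADP-Glo) quantified ADP from PI5P4Kalpha turnover; ATP 5 microM final, 1 h at RT, 0.1% CHAPS and 0.28 mM EGTA in HEPES pH 7.4.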
EPAC1 agonist: activates human EPAC1 exchange factor; O95398; EPAC1 agonist qHTS, biochemical assay; response scale: 100% = response to 6.5 mM cAMP; Potency, µM (highest dose often 154 µM), for the others: at the top dose activation, hits mostly activators; hit rate 0.073% among 360,000; AID 720707; note: potency is the fitted concentration of half-maximal effect; nearly all actives have a fitted effect of over 60% in size
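Nucleotide exchange assay: 100 nM EPAC1 with 250 nM Rap1B loaded with BODIPY-GDP and 50 uM GDP, room temperature. Fluorescence (480/540 nm) read every 5 min for 30 min; signal change normalized to 6.5 mM cAMP as full agonist.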
WRN inhibitor: WRN helicase (human) inhibition; Q14191; WRN helicase unwinding, fluorescent forked duplex, kinetic; Potency, µM (titrated, usually from 114 µM), without a hit: top-dose activity change, negative = inhibition, usual class: inhibitors; hit rate 0.46% among 360,000; AID 651768; note: potency is the fitted concentration of half-maximal effect; % is set by controls: 0 for no effect and ±100 for the full control effect; nearly all actives have a fitted effect of over 55% in size
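Fluorescence dequenching readout, ex 525 nm/em 598 nm, kinetic mode: forked duplex DNA (100 nM final) with adjacent fluorophore and quencher unwound by WRN (20 nM final) with 2 mM ATP. Compound preincubation 15 min, room temperature.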
FUS yeast rescue: FUS proteinopathy suppression in yeast. S. cerevisiae FUS-expressing, growth rescue, OD600, 24 h. Potency, µM (highest dose often 76.6 µM), for inactives: top-dose growth rescue (activation), hits mostly activators. hit rate 0.24% among 390,000;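 note: potency is the fitted concentration of half-maximal effect; plate controls were DMSO vehicle for no effect and reference control for full effect; nearly all actives have a fitted effect of over 55% in size; some results filed as inactive show a strong effect at the top dose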
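Restored growth of FUS-toxic S. cerevisiae, read as 600 nm absorbance after 24 h at 30C in galactose medium (starting OD 0.005). Controls CP55940 and DMSO.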
Abeta rescue: restores growth of yeast expressing A-beta42 peptide. yeast expressing A-beta42, growth rescue, OD600, 48 h; response scale: 0% DMSO, 100% iron-clioquinol control. Potency, µM (doses to about 46.1 µM), for the others: at the top dose growth rescue, most hits filed as activators. hit rate 0.063% among 410,000. AID 1347071; note: potency is the fitted concentration of half-maximal effect; nearly all actives have a fitted effect of over 55% in size
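Yeast A-beta toxicity model in growth medium with pinned compounds, 48 h at 30 C; growth read as absorbance at 600 nm. Normalized to FeCl3/clioquinol equimolar mix (positive) and DMSO (negative).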
EPAC1 antag: blocks human EPAC1 exchange factor | AID 720709 | O95398 | hit rate 0.14% among 360,000 | Potency, µM (series often up to 115 µM), for the others: at the top dose activity change, negative = inhibition, usual class: inhibitors | EPAC1 GEF assay, Rap1b-BODIPY-GDP exchange fluorescence;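 note: potency is the fitted concentration of half-maximal effect; plate controls were vehicle for no effect and positive control for full effect; nearly all actives have a fitted effect of over 50% in size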
IL2 activator: IL-2 activation; IL-2 activation reporter assay, cell-based qHTS; stimulated with anti-CD3/CD4/CD28 beads; in transgenic mouse T cells; activation, % (series mostly up to about 46 µM); hit rate 0.065% among 360,000; AID 652025; in the data active = activation above about 50%; inconclusive = mostly about 30% to 49%; note: 0% is about no effect
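Using fluorescent plate cytometry, EGFP and DsRed are detected in transgenic mouse T cells stimulated 18 h at 37 degrees C with antibody-coated beads after 60 min compound pretreatment.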
PLK1 PBD inh: blocks phosphopeptide binding to human PLK1 polo-box domain; hit rate 2.8% among 360,000; Potency, µM, without a hit: max response, negative = inhibition, actives largely listed as inhibitors; Plk1 PBD binding of FITC phosphopeptide, fluorescence polarization; P53350; AID 720504; note: potency is the fitted concentration of half-maximal effect; series mostly up to about 57 µM; % is set by controls: 0 for no effect and ±100 for the full control effect; nearly all actives have a fitted effect of over 65% in size
Target sequence (P53350 whole entry, looked up, the tested form may be a part): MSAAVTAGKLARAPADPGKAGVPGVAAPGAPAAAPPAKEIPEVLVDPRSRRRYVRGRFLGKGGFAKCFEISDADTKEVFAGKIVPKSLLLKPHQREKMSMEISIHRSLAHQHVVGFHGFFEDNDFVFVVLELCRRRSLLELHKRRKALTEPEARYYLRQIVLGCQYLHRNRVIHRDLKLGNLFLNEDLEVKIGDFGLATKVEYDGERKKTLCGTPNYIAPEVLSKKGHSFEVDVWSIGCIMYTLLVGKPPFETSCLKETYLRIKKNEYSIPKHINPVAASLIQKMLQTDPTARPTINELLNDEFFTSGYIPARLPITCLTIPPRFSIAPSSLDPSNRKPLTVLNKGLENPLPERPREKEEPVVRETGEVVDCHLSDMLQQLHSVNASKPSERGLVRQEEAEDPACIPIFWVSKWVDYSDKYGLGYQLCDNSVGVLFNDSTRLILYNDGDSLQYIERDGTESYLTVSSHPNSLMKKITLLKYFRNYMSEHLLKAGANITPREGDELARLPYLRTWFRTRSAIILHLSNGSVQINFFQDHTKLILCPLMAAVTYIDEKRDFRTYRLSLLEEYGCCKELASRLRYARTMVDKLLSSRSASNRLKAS
An asterisk follows results filed as active; ? = inconclusive; . = no result given; [ ] = another dose, or the depositor's remark. Unless noted, calls come from the whole dose curve; as a rule, active = well fitted curve in the direction sought with a large enough effect; inconclusive = small, poorly fitted or top-dose-only effect, or another doubt; inactive = no such curve, though single readings can be large; an effect the other way counts as inactive or inconclusive.

SMILES | aSyn rescue | PI5P4Ka inh | EPAC1 agonist | WRN inhibitor | FUS yeast rescue | Abeta rescue | EPAC1 antag | IL2 activator | PLK1 PBD inh
CC(C)(C)NC(=O)CN(Cc1cccs1)C(=O)c1csnn1 | -1% | 0 | 0% | 3% | -22% | 4% | -10% | -1.7 | -8%
Cc1csc(SCC(=O)Nc2cc([N+](=O)[O-])ccc2F)n1 | -7% | -1 | 8% | -3% | -5% | 7% | -2% | 0.4 | -7%
Cc1ccc(CNC(=O)C2CCCN(c3nc4ccsc4c(=O)s3)C2)cc1 (stereo not drawn) | -9% | 1 | 1% | -1% | 5% | 0% | 5% | -0.3 | -3%
O=C1C=C(c2ccccc2)OC(c2ccccc2)O1 (stereo not drawn) | 11% | 4 | 1% | -1% | -4% | 20% | -3% | 0.0 | -3%
Cc1cnc(NC(=O)CCN2C(=O)C3CCCCC3C2=O)s1 (stereo not drawn) | -1% | 0 | -1% | 7% | -18% | -17% | 1% | -3.4 | -4%
Cc1cccc(OCC(=O)N2CCN(C(=O)c3ccco3)CC2)c1 | -4% | -3 | -8% | 3% | 15% | 10% | 6% | 0.0 | 38µM*
CCCCn1c(=O)c(-c2ccccc2)c(O)c2ccccc21 | 0% | -2 | 0% | -6% | 27% | -18% | -21% | 0.9 | -2%
C=CCNc1nc2c(c(=O)[nH]c(=O)n2C)n1CC(O)COc1ccc2ccccc2c1 (stereo not drawn) | -4% | 1 | -19% | -24% | ? | 34% | -24% | 1.4 | -5%
Cc1cc(NC(=O)CN2C(=O)NC(C)(c3ccc(OC(F)F)cc3)C2=O)no1 (stereo not drawn) | 5% | -6 | -3% | -10% | 1% | -1% | -1% | 0.4 | -2%
O=C(c1ccccc1)N1CCN(C(=O)c2nn3c(C(F)(F)F)cc(-c4ccccc4)nc3c2Br)CC1 | 0% | 3 | 2% | 1% | 2% | 5% | -2% | 0.1 | -1%
O=C(c1ccccc1SCc1ccccc1)N1CCCCCC1 | -4% | -10 | -10% | -6% | 13% | -7% | 14% | 1.0 | -5%
COc1ccc(N2CCSC2C(=O)NN)cc1 (stereo not drawn) | -2% | 2 | 2% | 0% | 37% | -8% | 4% | 1.6 | -4%
Nc1ncc(Br)cc1N=Cc1ccccc1 | -4% | -17 | 7% | ? | . | -13% | 19% | 2.9 | -6%
CCc1ncc(/C=C2\C(=O)Nc3ccccc32)[nH]1 | -17% | -11 | 2% | -7% | 5% | -15% | 8% | 0.5 | -14%
COc1ccc(C(=O)N(C)CC2CCN(CCc3cccc(C(F)(F)F)c3)CC2)cc1C | 3% | 1 | -12% | 6% | -4% | 26% | 9% | -0.2 | 5%

The final three compounds of the section before come first, to join the parts.
SMILES | aSyn rescue | PI5P4Ka inh | EPAC1 agonist | WRN inhibitor | FUS yeast rescue | Abeta rescue | EPAC1 antag | IL2 activator | PLK1 PBD inh
Nc1ncc(Br)cc1N=Cc1ccccc1 | -4% | -17 | 7% | ? | . | -13% | 19% | 2.9 | -6%
CCc1ncc(/C=C2\C(=O)Nc3ccccc32)[nH]1 | -17% | -11 | 2% | -7% | 5% | -15% | 8% | 0.5 | -14%
COc1ccc(C(=O)N(C)CC2CCN(CCc3cccc(C(F)(F)F)c3)CC2)cc1C | 3% | 1 | -12% | 6% | -4% | 26% | 9% | -0.2 | 5%
CC(=O)Nc1ccc(S(=O)(=O)N(C)CC(=O)OCC(=O)Nc2cccnc2Cl)cc1 | 6% | 1 | -1% | 10% | . | 0% | 4% | -0.1 | -3%
CC(C)[C@H](NC(=O)c1ccco1)C(=O)OCC(=O)NC12CC3CC(CC(C3)C1)C2 | 10% | -2 | 4% | -4% | 12% | 31% | -12% | 0.6 | 2%
COCCNC(=O)c1ccc(NS(C)(=O)=O)cc1 | -10% | . | 10% | -3% | 31% | -24% | -12% | -1.0 | -13%
O=C(CSc1n[nH]c(-c2ccc(Br)cc2)n1)N1CCOCC1 | 1% | 4 | 6% | -15% | 13% | -3% | -20% | -0.8 | 3%
CC1CCCC(C)N1C(=O)COc1ccc([N+](=O)[O-])cc1Cl (stereo not drawn) | -7% | -3 | 3% | 8% | -23% | 11% | 3% | -0.2 | -12%
C[C@@H]1COc2cccc(N3CCC[C@@H]3CO)c2S(=O)(=O)N1 | -6% | 1 | 4% | 1% | -7% | 1% | 17% | 1.4 | -5%
NC(=O)c1ccsc1NC(=O)CS(=O)(=O)c1ccc(Cl)cc1 | -3% | 2 | -1% | 5% | 3% | ? | 1% | -2.0 | -2%
CNc1ccc2ncc(-c3ccccc3NC(C)=O)n2n1 | -4% | 1 | 3% | 2% | -21% | 7% | 24% | 0.3 | -6%
COc1ccc(NC(=O)C(CC(=O)O)C(C)c2ccccc2)cc1 (stereo not drawn) | 10% | -10 | 2% | -17% | -4% | 10% | 14% | -2.8 | 9.5µM*
CCOCCCN(C)C1CCN(C(=O)c2oc3ccccc3c2NC(=O)c2ccc([N+](=O)[O-])cc2)CC1 | -6% | 1 | 6% | -2% | 4% | 0% | 0% | -1.8 | -7%
COc1ccc(C(=O)Nc2cc(OC)cc(OC)c2)cc1 | -8% | -1 | 5% | -1% | -10% | 6% | -2% | -2.5 | -18%
O=C(c1cc2cc3ccc(Cl)cc3nc2o1)N1CCCCCC1 | -13% | 0 | 13% | -4% | -17% | -6% | 4% | -2.6 | -5%
Cc1oc(-c2ccccc2)cc1C(=O)Nc1cccc(C(=O)O)c1 | 1% | . | -5% | -17% | 20% | ? | -6% | 0.8 | -22%
Fc1ccc(Nc2cccc3nccnc23)cc1 | 0% | -4 | 3% | -11% | . | -15% | -19% | 1.9 | -22%
COc1ccc(C(=O)C2CCCN(C(=O)c3cccs3)C2)cc1F (stereo not drawn) | 8% | 3 | 12% | -5% | 6% | -37%[inhibitor] | 6% | -1.2 | 0%
COc1cccc2cc(C(=O)N(C)C)c(=O)oc12 | -2% | 0 | -2% | 0% | 3% | 7% | 6% | -3.2 | 1%
COCCNC(=O)C(c1ccco1)N(Cc1ccc(OC)cc1)C(=O)Cn1nnc2ccccc21 (stereo not drawn) | 0% | -2 | 8% | -8% | 18% | 7% | -13% | 0.1 | -7%
S=c1[nH]nc(-c2ccncc2)n1Cc1ccccc1 | -4% | . | 1% | 2% | -7% | 8% | 6% | -0.2 | -6%
CCCn1ncc(CN2CCC(CO)(CC3CCCCO3)CC2)c1C (stereo not drawn) | -4% | -3 | -9% | 5% | -3% | -6% | -10% | -3.6 | -6%
O=C(COc1ccccc1Cl)Nc1ccccc1C(=O)N1CCCCC1 | -1% | 2 | 7% | -34% | . | 0% | -27% | -2.9 | -8%
CCOC(=O)c1sc(=NC(=O)c2cc(OC)c(OC)c(OC)c2)n(C)c1C | 0% | . | 3% | -18% | ? | -16% | 7% | -1.3 | -4%
COc1ccc(C2=CC3=C(Br)C(=O)C(C)(OC(=O)C4CCCC4)C(=O)C3=CO2)cc1 (stereo not drawn) | -77%[inhibitor] | -68* | -5% | ? | 34% | -87%[inhibitor] | ? | -3.4 | 24µM*
CCC(C)[C@H](NC(=O)Nc1ccccc1F)C(=O)OC (stereo partly drawn) | 10% | -2 | 3% | -7% | -15% | 9% | 3% | -0.5 | 6%
CC(C)Cc1nc2oc3c(Cl)ncnc3c2c2c1CCC2 | 0% | . | 7% | -14% | -14% | -2% | 6% | -3.0 | 3%
CC(=O)c1ccccc1NC(=O)CSc1nnc(Cc2csc(C)n2)o1 | 0% | 5 | 4% | -7% | -3% | 8% | 1% | -1.6 | 3%
CCc1ccc(N(CC(=O)N2CCCC2)S(C)(=O)=O)cc1 | -1% | ? | -4% | 1% | -25% | -3% | -10% | -1.3 | -23%
O=C(CCC(=O)NCCCc1ccccc1)NCCCc1ccccc1 | 3% | 9 | -10% | 1% | . | -12% | -5% | -3.8 | -2%
CCOC(=O)C1=C(C)N=c2s/c(=C\c3cccc(OCC(=O)O)c3)c(=O)n2C1c1ccccc1 (stereo not drawn) | -9% | -15 | -1% | -27% | ? | 5% | ? | 1.4 | ?
N#CCNC1CC(=O)N(c2ccccc2)C1=O (stereo not drawn) | -2% | -2 | 1% | 11% | -22% | -10% | -17% | -0.2 | -14%
CCc1nnc(NC(=O)c2ccc(S(=O)(=O)N3CCCCC3C)cc2)s1 (stereo not drawn) | 1% | . | 4% | -2%[57.1 µM] | -21% | -1% | 4% | -1.1 | -7%
COC(=O)c1nnc(-c2ccccc2)nc1OC | 1% | -1 | -5% | -8% | -23% | 7% | 8% | 0.6 | -2%
Cc1cccc(C(CC(=O)N2CCCCC2)c2ccccc2)c1O (stereo not drawn) | 4% | 3 | 7% | 6% | -1% | 19% | -4% | -2.6 | -8%
COc1ccc(S(=O)(=O)NC(C)C(=O)Nc2ccc3c(c2)OCCO3)cc1OC (stereo not drawn) | -3% | 5 | -3% | 0%[57.1 µM] | -23% | -14% | 13% | -0.2 | 2%
O=C(CSc1ccccc1)NC1CC1 | -1% | 0 | 4% | 10% | -19% | 0% | 6% | 0.3 | -12%
COc1cc(OC)c(OC)cc1CNC(=O)c1ccc(S(=O)(=O)N2CC(C)OC(C)C2)cc1 (stereo not drawn) | 0%[1.84 µM] | 0 | -24% | 7% | 19% | 0% | 17% | 1.0 | 1%
CN1/C(=C\C(=O)COC(=O)c2nccnc2N)C(C)(C)c2ccccc21 | -4% | -27 | -5% | -20% | 34% | -6% | 11% | -0.4 | 2%
COc1ccc(NC(=S)NCCc2ccc(F)cc2)c(OC)c1 | 0% | 0 | 9% | -28%[57.1 µM] | 10% | 18% | -18% | -3.2 | -13%
Cc1ccccc1-c1ncc(CN2CCN(C3CCCC3)C(CCO)C2)cn1 (stereo not drawn) | 8% | -6 | -2% | 2% | -8% | 4% | -10% | 0.0 | 3%
CC1CCCC(C)N1S(=O)(=O)c1ccc(S(=O)(=O)NCc2ccccc2)cc1 (stereo not drawn) | -4% | . | 3% | -5%[57.1 µM] | -11% | 1% | 7% | -0.7 | -2%
Cc1cc(C(=O)OC(C)C(=O)NC2CCCCC2C)c(C)o1 (stereo not drawn) | 3% | 1 | -11% | -13% | -8% | 18% | 1% | -0.2 | -3%
COc1ccc(Cc2nc3ccc(C(=O)N(C)CCCN4CCOCC4)cc3o2)cc1 | 3% | -3 | -4% | -3% | 0% | 2% | -6% | -4.3 | -8%
